Assay outcomes deposited in PubChem BioAssay by The Scripps Research Institute Molecular Screening Center.
CHRM1 agonist: human M1 muscarinic receptor agonists, primary screen, Fluo-8 calcium fluorescence, CHO-K1 cells, HTS. 360,000 compounds, 0.33% hits. CHO-K1 hM1, agonist mode; 0% DMSO, 100% acetylcholine EC100. activation, % at 3 µM. Muscarinic acetylcholine receptor M1 (Homo sapiens), P11229;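 active = activation above the run's mean compound activation plus 3 SD, cut at about 16% in these data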;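 also: peak over basal fluorescence ratio within a 140 s kinetic read after compound addition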
M1 ag parental: counter-screen for M1 agonists: effect in parental CHO-K1 cells | Fluo-8 calcium fluorescence; scaled to maximal ATP response, vehicle zero | activation, % at 3 µM | 360,000 compounds, 0.48% hits | AID 602248, 2012; in the data active = activation above about 15%;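 also: untransfected CHO-K1 host cells lacking M1 receptor as counterscreen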
CHRM1 antagonist: human M1 muscarinic receptor antagonists, primary screen, CHO-K1 cells, Fluo-8 calcium fluorescence, 1536-well | CHO-K1 hM1, ACh EC80 antagonist | inhibition, % at 3 µM | 360,000 compounds, 1.3% hits;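 active = percent inhibition above its own plate's cutoff, namely the mean of that plate's compound wells plus 3 SD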;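 also: peak over basal fluorescence ratio during 140 s after agonist addition; 0% = ACh EC80 plus DMSO and 100% = DMSO alone without agonist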
M4 ag: human M4 muscarinic receptor agonists, primary screen, CHO-K1 cells, Fluo-8 calcium fluorescence; Muscarinic acetylcholine receptor M4 (Homo sapiens), P08173; AID 624127, 2012; activation, % at 3 µM; 360,000 compounds, 0.14% hits; CHO-K1 hM4/Gqi5; vehicle 0%, full acetylcholine response 100%;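 active = activation above the run mean over all test wells plus 3 SD, cut at about 32% in these data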;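 also: peak over basal fluorescence ratio per well then scaled between controls; 0% = DMSO wells and 100% = acetylcholine at EC100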
Target sequence (P08173 whole entry, looked up): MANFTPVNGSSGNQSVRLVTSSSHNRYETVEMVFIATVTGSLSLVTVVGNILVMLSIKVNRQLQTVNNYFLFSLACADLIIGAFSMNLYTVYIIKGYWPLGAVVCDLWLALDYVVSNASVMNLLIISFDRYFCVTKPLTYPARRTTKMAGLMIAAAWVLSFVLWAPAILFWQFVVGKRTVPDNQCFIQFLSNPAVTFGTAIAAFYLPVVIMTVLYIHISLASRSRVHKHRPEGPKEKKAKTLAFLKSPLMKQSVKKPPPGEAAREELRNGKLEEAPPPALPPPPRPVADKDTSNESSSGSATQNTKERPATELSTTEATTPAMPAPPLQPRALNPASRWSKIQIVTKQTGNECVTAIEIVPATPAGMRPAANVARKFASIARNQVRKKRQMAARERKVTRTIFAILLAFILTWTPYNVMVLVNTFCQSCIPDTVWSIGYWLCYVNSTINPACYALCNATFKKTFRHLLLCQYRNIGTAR
CHRM1 PAM: human M1 muscarinic receptor positive allosteric modulators, primary screen, CHO-K1 cells, Fluo-8 calcium fluorescence, 1536-well. AID 588819, 2011. CHO-K1 hM1, ACh EC20; 0% = ACh EC20, 100% = maximal ACh. activation, % at 3 µM. Muscarinic acetylcholine receptor M1 (Homo sapiens), P11229. 360,000 compounds, 0.088% hits; in the data active = activation above about 19%, passing the limit was not always enough
CHO-K1 Ca antag: M1 antagonist counterscreen hit in parental CHO-K1 cells. ATP-induced calcium, Fluo-8 fluorescence. inhibition, % at 3 µM. 360,000 compounds, 0.6% hits. AID 602250;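 active = inhibition above a per-plate cutoff, the plate's mean sample inhibition plus 3 SD, cut at about 24% in these data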;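 also: 0% = DMSO plus EC80 ATP and 100% = DMSO alone without ATP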
M4 antag: human M4 muscarinic receptor antagonists, primary screen, CHO cells, Fluo-8 calcium fluorescence | Muscarinic acetylcholine receptor M4 (Homo sapiens), P08173 | CHO-hM4 cells, ACh EC80 | inhibition, % at 3 µM | 360,000 compounds, 0.73% hits;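 active = inhibition above its plate's cutoff, the mean inhibition of sample wells plus 3 SD, cut at about 27% in these data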;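 also: 0% = acetylcholine EC80 with DMSO and 100% = DMSO without agonist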
OXTR potentiator: human OXTR potentiators, primary screen, fluorescence, CHO-OTR cells, Fluo-8 calcium. Oxytocin receptor (Homo sapiens), P30559. Fluo-8 calcium fluorescence, potentiator mode; 0% = oxytocin EC15, 100% = EC100. activation, % at 3 µM. 320,000 compounds, 0.061% hits;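 active = activation above that plate's cutoff, the mean activation of tested compounds plus 3 SD, cut at about 6.6% in these data, passing the limit was not always enough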;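 also: 100% uses oxytocin at 75 nM as the full agonist control; some results filed as inactive read as strong as hits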
Target sequence (P30559 whole entry, looked up): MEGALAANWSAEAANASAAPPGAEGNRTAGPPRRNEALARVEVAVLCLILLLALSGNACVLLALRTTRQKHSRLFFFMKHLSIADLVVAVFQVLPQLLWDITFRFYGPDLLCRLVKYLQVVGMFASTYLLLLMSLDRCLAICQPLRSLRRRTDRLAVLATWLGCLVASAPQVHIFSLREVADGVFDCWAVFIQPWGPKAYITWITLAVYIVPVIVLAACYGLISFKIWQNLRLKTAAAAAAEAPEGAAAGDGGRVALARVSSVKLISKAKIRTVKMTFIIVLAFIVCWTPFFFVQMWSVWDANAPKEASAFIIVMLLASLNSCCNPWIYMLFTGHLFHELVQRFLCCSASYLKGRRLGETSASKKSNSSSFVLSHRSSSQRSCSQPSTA
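System: human OTR in CHO cells; Also added: sub-maximal oxytocin, roughly EC15; Timing: compound 6 min at room temperature before oxytocin, 100 s read; Technique: Fluo-8 intracellular calcium fluorescence, ex 470-495, em 515-575 nm; Controls: oxytocin EC15 low and EC100 high; Replication: singlicate.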
CHO parental Ca: ATP-evoked calcium signal inhibitors, parental CHO, primary screen, counter-screen for OX1R antagonist project, cell-based, fluorescence, Fluo-8 calcium dye; parental CHO-K1, ATP-induced calcium, Fluo-8 fluorescence; inhibition, % at 5.6 µM; 330,000 compounds, 0.63% hits; AID 463079, 2010;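 active = inhibition above that plate's mean sample inhibition plus 3 SD, cut at about 26% in these data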;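 also: 0% = ATP-challenged DMSO wells and 100% = DMSO wells without ATP; some compounds past the cut are filed as inactive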
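Assay system – parental CHO cells · Reagent – ATP stimulus · Detection – intracellular calcium via Fluo-8 no-wash fluorescent dye · Evaluation – percent inhibition of ATP-evoked calcium rise, normalized to controls · Controls – ATP wells versus no-ATP DMSO wells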
The depositor's hits bear a star; x = not tested or not shown.

SMILES	CHRM1 agonist	M1 ag parental	CHRM1 antagonist	M4 ag	CHRM1 PAM	CHO-K1 Ca antag	M4 antag	OXTR potentiator	CHO parental Ca
C=CCN1C(=O)C2C(C(=O)NC)C3(C)C=CC2(O3)C1C(=O)NCc1ccc(OC)cc1 (stereo not given)	-3.5	0.4	-9.1	0.7	7.4	3.1	-6.7	0.5	-11.6
O=C(c1ccc(-n2cccc2)cc1)N1CCN(Cc2ccccc2)CC1	-6.9	0.6	2.3	1.0	-2.9	-1.8	5.6	-15.4	-11.8
COc1ccc2nc(SCC(=O)N(C)C3CCCCC3)c(C#N)cc2c1	-2.1	0.2	-16.5	-0.3	7.3	1.6	-2.4	-10.8	-2.5
O=C(O/N=C(/c1ccccc1)c1ccncc1)c1ccccc1[N+](=O)[O-]	-3.5	-0.5	0.8	-1.7	-4.5	-0.5	-16.6	0.0	-10.8
O=c1c2c3c(sc2nc2n1CCCCC2)C(O)CCC3 (stereo not given)	-8.3	0.1	-5.6	1.3	2.7	-5.9	-0.2	-5.2	-0.3
Cc1ccc(-c2noc(CSc3nnnn3C3CCCCC3)n2)cc1	-6.5	0.3	2.9	2.9	-6.2	-2.3	-13.9	-3.1	37.9*
Cc1cc(C)cc(NC(=S)/N=C(\N)Nc2nc(C)c3ccccc3n2)c1	-4.3	0.1	0.8	0.0	-1.9	-9.4	1.6	-8.7	-23.4
CCN(c1ccc(OC)cc1)S(=O)(=O)c1cc(-c2cc(C)no2)ccc1OC	-2.7	0.6	-9.0	2.0	3.3	-7.9	-14.0	-9.0	0.8
C#CCSc1nnc(-c2ccc(C)cc2)o1	-7.0	-0.5	10.7	-0.3	-7.8	-1.7	-5.3	-0.9	-8.6
CCCCCCn1cc(C(=O)OCC)c(=O)c2cc(F)c(F)cc21	-1.5	-0.4	-10.8	-0.8	4.8	-6.3	15.4	2.4	-14.9
CCCCN1C(=O)C2(NNc3ccccc3O2)c2ccccc21 (stereo not given)	-3.5	0.9	2.1	2.1	-1.8	1.2	4.8	-8.3	31.3
COc1ccc(/C=N\N2CCN(Cc3ccccc3Cl)CC2)cc1	-4.3	0.0	8.2	1.0	-0.9	-3.5	-15.8	-14.0	-3.5

2 entries drawn at random from the list so far, as already listed:
SMILES	CHRM1 agonist	M1 ag parental	CHRM1 antagonist	M4 ag	CHRM1 PAM	CHO-K1 Ca antag	M4 antag	OXTR potentiator	CHO parental Ca
COc1ccc(/C=N\N2CCN(Cc3ccccc3Cl)CC2)cc1	-4.3	0.0	8.2	1.0	-0.9	-3.5	-15.8	-14.0	-3.5
O=C(O/N=C(/c1ccccc1)c1ccncc1)c1ccccc1[N+](=O)[O-]	-3.5	-0.5	0.8	-1.7	-4.5	-0.5	-16.6	0.0	-10.8

New compounds follow
SMILES	CHRM1 agonist	M1 ag parental	CHRM1 antagonist	M4 ag	CHRM1 PAM	CHO-K1 Ca antag	M4 antag	OXTR potentiator	CHO parental Ca
Cc1ccc(C(=O)OCCN(C)Cc2ccccc2)cc1	-9.3	0.9	-5.7	0.3	6.2	-9.3	4.1	-8.2	-14.6
O=C(c1cnccn1)N1CCCC(N2CCN(c3cccc(Cl)c3)CC2)C1 (stereo not given)	-4.5	0.0	-3.6	0.4	0.4	-8.6	-3.8	-8.3	2.4
COc1cccc(C(=O)NC2=NCCS2)c1	-4.0	0.7	10.2	1.7	-1.0	-9.4	5.2	-18.1	-22.0
COc1ccc(CCN(C)C2CCCN(C(=O)c3ccnn3C)C2)cc1OC (stereo not given)	-5.4	0.1	-3.9	0.3	2.6	-4.0	-5.0	4.2	13.9
O=C(CSc1ccccn1)Nc1ccc(NC(=O)CSc2ccccn2)cc1	-6.4	1.1	0.4	0.6	-0.8	-4.3	-0.3	-1.1	-8.9
CN1CCN(S(=O)(=O)NC[C@H]2O[C@@H](n3cnc4c(N)ncnc43)[C@H](O)[C@@H]2O)CC1	3.5	0.8	-12.2	-0.1	17.7	-5.9	-11.1	x	-2.3
O=C(OCC(=O)N1CCCc2ccccc21)c1c(F)cccc1F	-1.4	0.7	-2.6	3.5	3.3	1.5	-19.5	-14.0	1.6
CCOCCn1c(SCc2c(F)cccc2Cl)nc2c1c(=O)[nH]c(=O)n2C	-3.1	0.1	-6.4	0.4	4.7	-5.1	-7.0	1.0	-15.9
COCCCN1C(=O)c2ccc(C(=O)NCCc3ccccc3)cc2C1=O	-1.7	2.1	-5.7	4.6	3.3	-11.3	-7.6	-8.5	-0.2
CCOc1cc(N2CCOCC2)c(OCC)cc1NC(=O)CN1C(=O)C2CC=CCC2C1=O (stereo not given)	-3.7	0.5	-4.1	0.9	8.4	-14.6	1.6	-9.5	-16.8
CCn1c(CNC(=O)c2ccc3c(c2)OCO3)nnc1SCC(=O)Nc1cc(C)ccc1OC	2.9	7.5	-30.6	0.9	1.2	2.5	2.7	-1.8	-29.5
COc1ccc(CC(=O)N/N=C/c2sccc2C)cc1	-3.1	1.1	-19.8	0.9	7.8	3.0	7.5	-1.8	-6.4
Cc1cc([N+](=O)[O-])cc2c1NC(=O)C2(O)N1CCCCCC1 (stereo not given)	-6.6	15.2*	-2.5	1.5	0.2	3.0	-5.8	1.4	-10.2
CCCNCc1cc(OCC)c(OCC(N)=O)cc1Br	-4.9	0.4	-13.5	0.8	0.1	1.4	-3.7	-6.5	-7.4
Cc1c(C(=O)NCc2ccccc2C(F)(F)F)sc(=O)n1Cc1ccc(F)cc1	-4.2	2.5	0.4	13.0	-7.2	3.0	-28.5	x	x
NC(=O)Cn1c(=O)n(CCC(=O)NCCSCc2ccccc2)c(=O)c2ccccc21	-2.9	0.5	-4.3	0.9	8.0	-11.4	-12.4	6.5	-11.8
COCCn1c(=NC(=O)/C=C/c2cccs2)sc2cc(NC(C)=O)ccc21	-0.1	0.8	7.3	4.2	5.2	8.2	-1.5	-2.5	-2.5
CCN1C(=O)[C@@H]2[C@@H](c3ccc(-c4ccc5c(c4)OCO5)c(OC)c3)N3CCC[C@@]3(C(=O)OC)[C@@H]2C1=O	-1.5	0.0	17.2	3.9	-8.0	-9.2	-4.4	-10.8	-11.0
CC1=CN2CC(O)CN=C2C=C1 (stereo not given)	-3.3	0.7	7.5	1.1	3.1	-24.3	3.5	-3.5	-7.3
COc1cc(OC)cc(C(=O)NC2CCN(Cc3nnnn3Cc3cccs3)CC2)c1	-6.5	0.1	-12.3	0.3	8.4	-10.0	0.7	-3.1	-9.2
O=C(Nc1cccc(C(F)(F)F)c1)C1CCCCC1	-4.0	0.7	9.6	2.4	-6.7	-6.4	5.5	-1.5	-8.1
O=C(Nc1ccc2oc(-c3ccncc3)nc2c1)c1ccco1	-0.1	1.1	-14.2	2.9	16.1	-5.6	-14.6	-8.7	-6.0
CCCCn1c(=O)[nH]c(=O)c2c1nc(COc1ccc(C#N)cc1)n2CCC	-5.1	0.0	-7.1	-0.5	2.7	1.6	-1.6	-2.0	-18.3
O=C(C(=C1NCCN1)n1cncn1)c1ccccc1	-4.0	1.3	-2.9	0.7	5.6	-2.3	17.6	1.4	-3.3
CCN(CC)CCN1CCn2c3c(c4cc(C)ccc42)CCCC31 (stereo not given)	-12.4	0.3	-4.7	0.8	4.5	2.6	0.4	0.1	-18.9
COc1ccccc1NCC(=O)N/N=C(\C)c1cccs1	-6.8	4.8	20.2	18.5	-12.1	6.5	10.4	-17.7	8.8
N/C(=N\OC(=O)c1cnn(-c2ccccc2)c1C(F)(F)F)c1ccc(C(F)(F)F)cc1	-1.4	4.6	5.8	12.5	-2.5	-1.3	-8.3	0.1	-16.4
C[C@H](CO)N1C[C@H](C)[C@@H](CN(C)S(=O)(=O)c2ccc(F)cc2)Oc2ccc(NC(=O)Cc3ccccc3)cc2C1=O	-10.6	0.7	-1.4	0.9	2.3	-17.0	-3.9	5.3	-18.6
COc1cc2cncc(Cc3ccccc3)c2cc1O	-1.9	0.5	-8.0	-0.6	0.2	-15.4	-4.0	x	x
Cc1ccccc1N1CCN(S(=O)(=O)Cc2ccccc2)CC1	-0.6	2.2	-1.1	5.7	1.3	0.3	-15.3	-15.3	-2.9
O=C(NCCN1CCOCC1)c1ccc(NS(=O)(=O)c2ccccc2)cc1	-4.6	0.5	-5.6	1.4	6.9	-10.3	0.0	4.2	-20.6
CCOc1ccccc1NC(=O)CNC(=O)N1CC(=O)Nc2ccccc21	-1.4	2.0	-8.4	3.9	2.1	-7.0	-7.4	-3.1	-15.9
O=C(NC1CCS(=O)(=O)C1)c1ccc(-c2ccc(Br)cc2)o1 (stereo not given)	-5.5	0.9	-4.9	1.4	4.4	3.1	9.0	2.2	-5.5
Cc1ccc2c(CN3CCCCC3C)cc(=O)oc2c1 (stereo not given)	-8.2	-0.6	3.6	-0.5	-6.3	-11.5	3.0	-2.0	0.1
CCOC(=O)C1=CCN(S(=O)(=O)c2ccccc2C(=O)OC)C1c1ccc(Cl)cc1 (stereo not given)	-3.2	1.1	6.1	-2.5	0.0	9.0	-12.5	x	x
Cc1nc2ccc(S(=O)(=O)NC(C(=O)N3CCC(C)CC3)C(C)C)cc2s1 (stereo not given)	-3.0	0.2	-0.5	0.7	0.1	-5.5	2.9	8.7	-8.4
CCOc1ccccc1OCCOc1ccccc1OC(C)C	-4.5	0.6	2.5	0.7	-4.4	-10.1	-4.9	-1.2	-23.2
O=C(NCCCO)c1cc([N+](=O)[O-])cc2c1C=Cc1ccccc1O2	-9.4	0.5	-2.7	0.2	2.6	-6.0	-3.6	0.8	-11.9
COc1ccc(CC(=O)OCC(=O)NCc2ccc(C)cc2)cc1OC	-1.9	-0.3	6.4	0.5	-1.3	2.1	1.0	0.5	-16.0
O=C(c1ccc(N2C(=O)C3CCCCC3C2=O)cc1)N1CCCCC1 (stereo not given)	-0.6	0.5	1.0	1.4	0.2	-2.3	4.7	1.7	-7.1
CCCCSc1nnc(-c2c[nH]c3ccccc23)n1C	0.0	1.9	-7.3	5.7	4.4	-4.0	-8.0	-0.8	-3.9
C/C(Cl)=C\CNC(C)c1ccccc1 (stereo not given)	-3.9	0.1	-21.4	0.3	2.3	-3.2	-4.0	-7.0	-2.4

As entered above:
CCCCSc1nnc(-c2c[nH]c3ccccc23)n1C in CHRM1 agonist is listed with 0.0
O=C(c1ccc(N2C(=O)C3CCCCC3C2=O)cc1)N1CCCCC1 (stereo not given) in OXTR potentiator is listed with 1.7
